# High-throughput results: PubChem, National Center for Advancing Translational Sciences (NCATS)
# Cycloheximide cs: counter-screen hit for Shiga toxin inhibitors, cycloheximide. cell reporter, cycloheximide protein synthesis inhibition counterscreen. max response, %. 300,000 tested, 12% active; in the data active means max response mostly above about 13%, no sharp cut-off; inactive means mostly below about 14%; further: read at 38.3 µM for the half of the compounds with a filed dose; 0% is about no effect
# FBPA Giardia inh: inhibitors of Giardia lamblia fructose-1,6-bisphosphate aldolase | A8B2U2 | purified Giardia FBPA | Potency, µM (doses to about 59.6 µM), for the others: at the top dose activity, negative = inhibition, actives largely listed as inhibitors | 290,000 tested, 0.71% active; further: potency means the concentration at half of the fitted maximal effect; on the % scale 0 is the no-effect control and ±100 the full control effect; nearly all actives have a fitted effect of over 55% in size
# Target sequence (A8B2U2 whole entry, looked up): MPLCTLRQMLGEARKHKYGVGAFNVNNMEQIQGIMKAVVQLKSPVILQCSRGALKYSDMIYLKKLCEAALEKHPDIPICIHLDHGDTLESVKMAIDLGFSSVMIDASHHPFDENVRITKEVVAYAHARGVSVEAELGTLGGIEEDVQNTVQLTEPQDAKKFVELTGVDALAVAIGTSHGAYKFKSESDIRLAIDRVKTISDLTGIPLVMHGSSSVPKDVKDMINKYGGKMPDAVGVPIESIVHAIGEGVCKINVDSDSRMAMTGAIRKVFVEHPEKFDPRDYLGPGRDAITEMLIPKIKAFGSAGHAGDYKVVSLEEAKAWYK
#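 Giardia FBPA (40 nM reagent) was preincubated 10 min at RT with compound (up to 57.5 uM final), then substrate plus GAPDH/TPI/NAD/arsenate coupling system with diaphorase/resazurin was added; resorufin fluorescence (525/598 nm) was read after 20 min.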
# Pf growth 48h: P. falciparum growth inhibition at 48 hours (one generation). P. falciparum luciferase growth in erythrocytes, 48 h. Potency, µM (highest dose often 28.7 µM), without a hit: at the top dose activity change, negative = inhibition, hits mostly inhibitors. 310,000 tested, 5.9% active. AID 504832; further: potency means the concentration at half of the fitted maximal effect; on the % scale 0 is the no-effect control and ±100 the full control effect
#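 Luciferase-expressing parasites in RBCs, 2% Hct / 0.1% parasitemia final; RPMI 1640 + 0.5% Albumax; 37 C, 5% CO2, one generation; luminescence read-out, lower signal = inhibition.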
# Sm TGR inh: S. mansoni TGR enzyme inhibition. Q962Y6. purified TGR, DTNB reduction, TNB absorbance 405 nm. Potency, µM (titrated, usually from 114 µM), for the others: top-dose activity change, negative = inhibition, most hits filed as inhibitors. 360,000 tested, 3% active; further: potency means the concentration at half of the fitted maximal effect; on the % scale 0 is the no-effect control and ±100 the full control effect; nearly all actives have a fitted effect of over 60% in size
#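 First, TGR (20 nM dispensed) and NADPH were mixed with compound. Second, a 15 min room-temperature incubation followed. Third, further NADPH and then DTNB were added to start the reaction. Finally, TNB absorbance was monitored kinetically.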
# Shiga inhibitor: Shiga toxin inhibition; Vero cells, Shiga toxin protein synthesis inhibition reporter; inhibition, % at 38.7 µM; 290,000 tested, 9.2% active; AID 2315; in the data active means inhibition mostly above about 28%, no sharp cut-off; inactive means mostly below about 43%; further: 0% is about no effect
# Pf growth 96h: P. falciparum growth inhibition at 96 hours. P. falciparum luciferase reporter growth, 96 h. 320,000 tested, 6.9% active. Potency, µM (top dose mostly 28.7 µM), for inactives: at the top dose activity change, negative = inhibition, most hits filed as inhibitors; further: potency means the concentration at half of the fitted maximal effect; on the % scale 0 is the no-effect control and ±100 the full control effect
#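 Plates of compound plus infected erythrocytes (2% hematocrit, 0.05% parasitemia final) incubate 96 hours, 37 C, 5% CO2. Detection reagent added; reduced luminescence from the parasites' luciferase reporter flags inhibition.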
# * = called active by the depositor; ? = inconclusive; . = not tested or not shown; [ ] = another dose, or the depositor's remark. Unless noted, the call rests on the fitted dose curve; in most records, active means well fitted curve in the direction sought with a large enough effect; inconclusive means small, poorly fitted or top-dose-only effect, or another doubt; inactive means no such curve, though single readings can be large; an effect the other way counts as inactive or inconclusive.
SMILES,Cycloheximide cs,FBPA Giardia inh,Pf growth 48h,Sm TGR inh,Shiga inhibitor,Pf growth 96h
O=C(CCc1ccccn1)N1CCCC(N2CCN(c3cccc(C(F)(F)F)c3)CC2)C1 (configuration not stated),9,.,?,?,3,?
O=C(Cn1cnc2ccccc2c1=O)c1ccc(OC(F)F)cc1,34*,-6%,-8%,0%,57*,4%
COc1ccc(CN2CCC(=O)NC2=O)cc1,11,7%,4%,-1%,2,37%[activator]
OC(CC1CC12c1ccccc1-c1ncccc12)(c1ccccc1)c1ccccc1 (configuration not stated),1,-2%,.,-3%,-18,0.83µM*
CCCn1nc(C(=O)Oc2ccc3c(C)cc(=O)oc3c2)c2ccccc2c1=O,-2,-7%,27%,-25%,-11,5%
CCOC(=O)C1(C(F)(F)F)N=C(C(F)(F)F)Nc2cc(C)c(C)cc21 (configuration not stated),-4,-7%,-4%,1%,-7,?
Cc1ccc2nc(SCC(=O)N(CC(C)C)c3c(N)n(CC(C)C)c(=O)[nH]c3=O)[nH]c2c1,1,2%,-17%,-11%,-6,.
CCn1c(CCC(=O)N(C)CC(=O)Nc2cccc(F)c2)nc2cc(S(=O)(=O)N(C)C)ccc21,.,.,?,-2%,.,?
Cn1c2c(c(=O)n(C)c1=O)C(c1cc3c(cc1Br)OCO3)CC(=O)N2 (configuration not stated),3,5%,21%,-3%,4,9.3µM*
CCCNc1cc(C)c(C#N)c2nc3ccccc3n12,-4,0%,-1%,6%,-8,-23%
CCN(C=NC1=NN(c2cccc(C(F)(F)F)c2)CC1)CC,37*,-1%,-2%,-24%,66,-5%
COc1ccccc1C(=O)COC(=O)Cc1n[nH]c(=O)c2ccccc12,.,.,34%[activator],8%,.,19%
CCOC(=O)C1CCN(S(=O)(=O)c2ccc(NC(=O)OC)cc2)CC1,-3,10%,-1%,7%,-4,60%[activator]
Cc1ccc2c(c1)NC(=O)c1cccc([N+](=O)[O-])c1CO2,-3,-1%,-10%,-2%,9,30%[activator]
COc1ccc(OC)c(-n2nnnc2SCC(=O)Nc2ccc(C(=O)N3CCCCC3)cc2)c1,-2,0%,?,2%,25,12µM*

# Given with values under each structure: entries from further up
# Below each SMILES – Cycloheximide cs | FBPA Giardia inh | Pf growth 48h | Sm TGR inh | Shiga inhibitor | Pf growth 96h
O=C(CCc1ccccn1)N1CCCC(N2CCN(c3cccc(C(F)(F)F)c3)CC2)C1 (configuration not stated)
 : 9 | . | ? | ? | 3 | ?
O=C(Cn1cnc2ccccc2c1=O)c1ccc(OC(F)F)cc1
 : 34* | -6% | -8% | 0% | 57* | 4%
COc1ccc(CN2CCC(=O)NC2=O)cc1
 : 11 | 7% | 4% | -1% | 2 | 37%[activator]
OC(CC1CC12c1ccccc1-c1ncccc12)(c1ccccc1)c1ccccc1 (configuration not stated)
 : 1 | -2% | . | -3% | -18 | 0.83µM*
CCCn1nc(C(=O)Oc2ccc3c(C)cc(=O)oc3c2)c2ccccc2c1=O
 : -2 | -7% | 27% | -25% | -11 | 5%
CCOC(=O)C1(C(F)(F)F)N=C(C(F)(F)F)Nc2cc(C)c(C)cc21 (configuration not stated)
 : -4 | -7% | -4% | 1% | -7 | ?
Cc1ccc2nc(SCC(=O)N(CC(C)C)c3c(N)n(CC(C)C)c(=O)[nH]c3=O)[nH]c2c1
 : 1 | 2% | -17% | -11% | -6 | .
CCn1c(CCC(=O)N(C)CC(=O)Nc2cccc(F)c2)nc2cc(S(=O)(=O)N(C)C)ccc21
 : . | . | ? | -2% | . | ?
Cn1c2c(c(=O)n(C)c1=O)C(c1cc3c(cc1Br)OCO3)CC(=O)N2 (configuration not stated)
 : 3 | 5% | 21% | -3% | 4 | 9.3µM*
CCCNc1cc(C)c(C#N)c2nc3ccccc3n12
 : -4 | 0% | -1% | 6% | -8 | -23%
CCN(C=NC1=NN(c2cccc(C(F)(F)F)c2)CC1)CC
 : 37* | -1% | -2% | -24% | 66 | -5%
COc1ccccc1C(=O)COC(=O)Cc1n[nH]c(=O)c2ccccc12
 : . | . | 34%[activator] | 8% | . | 19%
CCOC(=O)C1CCN(S(=O)(=O)c2ccc(NC(=O)OC)cc2)CC1
 : -3 | 10% | -1% | 7% | -4 | 60%[activator]
Cc1ccc2c(c1)NC(=O)c1cccc([N+](=O)[O-])c1CO2
 : -3 | -1% | -10% | -2% | 9 | 30%[activator]

# Additional results follow:
SMILES,Cycloheximide cs,FBPA Giardia inh,Pf growth 48h,Sm TGR inh,Shiga inhibitor,Pf growth 96h
O=c1cc(NC2CCCCC2)c2ccccc2o1,-6,-5%,?,3%,-19,.
CCCCCC(=O)NC(=S)NNC(=O)CC,-2,?,20%,2%,17,.
CCOC(=O)C1C(=O)Nc2nc(C)nn2C1c1ccccc1 (configuration not stated),-2,-9%,0%,-1%,-3,-2%
CCc1cccc2sc(NC(=O)C3CC3)nc12,1,12%,-8%,-30%,19,47%[activator]
O=C(C1=C(O)C(=O)N(c2nc3ccc(Cl)cc3s2)C1c1ccco1)c1ccco1 (configuration not stated),.,.,?,?,.,-11%
COc1ccc(C(=O)C2CCN(C(=O)Nc3ccc(C)cc3)CC2)cc1,1,-1%,?,-1%,32,?
CCCC(=O)NC(c1ccc(N(C)C)cc1)c1c(O)ccc2ccccc12 (configuration not stated),-3,-23%,?,1%,-4,12µM*
Cc1ccc(NC(=O)CSc2nc(N)cc(N)n2)cc1S(=O)(=O)N1CCOCC1,-1,-1%,-6%,5%,-3,?
O=S(=O)(Nc1ccc(F)cc1)N1CCCCCC1,-5,-2%,7%,3%,-32,?
CCN(CC)C(=O)c1sc2nc(-c3cccs3)cc(-c3cccs3)c2c1N,-1,1%,4.1µM*,89µM*,-13,?
CCCCOC(=O)c1ccc(NC(=O)c2ocnc2C)cc1,1,0%,32%[activator],4%,11,74%[activator]
O=C(Nc1ccc2oc(-c3ccncc3)nc2c1)c1cccs1,12,0%,-12%,-16%,24,?
CCc1ccc(OCC2c3cc(OC)c(OC)cc3CCN2C(C)=O)cc1 (configuration not stated),-3,-5%,-21%,-4%,-4,3%
CCOC(=O)N1CCN(C(=O)c2ccc3c(c2)NC(=O)/C(=C\c2ccc(OC)c(OC)c2)S3)CC1,-1,-5%,?,1%,-5,13µM*
Cc1c(CC(=O)O)c(=O)oc2c(C)c3occ(-c4ccccc4)c3cc12,-6,5%,1%,-8%,-2,1%
COc1ccccc1N1CCN(C(=O)c2oc3ccccc3c2C)CC1,6,-3%,?,-1%,12,?
CC(C)CN(C1CCS(=O)(=O)C1)S(=O)(=O)c1ccc2ccccc2c1 (configuration not stated),.,.,?,-3%,.,?
C=CCn1c(O)c(C(C)=NC(C)c2ccccc2)c(=O)[nH]c1=O (configuration not stated),3,0%,-1%,4%,6,-5%
COc1ccccc1CNC(=O)CCCn1c(=O)c2ccccc2n(CC(=O)NC2CCCC2)c1=O,-2,.,28%,-1%,-10,4.7µM*
COC(=O)[C@]1(CC(C)C)N[C@H](c2ccc(-c3ccc(OC)cc3)cc2)[C@@H]2C(=O)N(C)C(=O)[C@@H]21,.,.,?,-26%,.,?
CCOc1ccc(OCCC(=O)Nc2cccc(S(=O)(=O)N3CCCC3)c2)cc1,.,.,?,3%,.,15µM*
O=C(COc1ccc2c3c(c(=O)oc2c1)CCC3)N1C[C@H]2C[C@@H](C1)c1cccc(=O)n1C2,-4,0%,-11%,0%,-3,30%[activator]
Clc1ccc(CN2CCC(Cc3ccccc3)CC2)cc1,-6,-18%,-8%,-2%,-11,8.3µM*
Clc1ccc(SCCN2CCNCC2)cc1,0,?,?,-1%,-7,50%[activator]
CC1CCN(c2ccc(NC(=O)c3ccccc3[N+](=O)[O-])cc2)CC1,10,3%,-9%,3%,7,-32%[5.75 µM]
COc1ccccc1C(=O)NNC(=O)C12CC3CC(CC(C3)C1)C2,6,-2%,11%,7%,5,-9%
COC(=O)c1cccc(NC(=O)CN(c2ccc3c(c2)OCO3)S(C)(=O)=O)c1C,50,7%,2%,10%,16,71%[activator]
COc1ccc(NC(=O)COC(=O)c2cc3c(s2)CCC3)cc1,.,.,-1%,4%,.,-6%
COC(=O)c1ccc(C)c(NC(=O)CCNC(=O)c2ccc([N+](=O)[O-])cc2)c1,-1,0%,0%,-5%,-8,34%[activator]
Cc1cccc(C)c1OCc1cc(C(=O)NCC2COCCO2)no1 (configuration not stated),14,.,18%,-16%,-23,-5%
CCOC(=O)c1c(C)n(Cc2ccccc2)c2ccc(OCC(O)Cn3nc(C)cc3C)cc12 (configuration not stated),-4,-3%,12µM*,0%,-4,9%
C[N+](C)(C)CCOP(=O)(O)OP(=O)([O-])OC[C@H]1O[C@@H](n2ccc(N)nc2=O)[C@H](O)[C@@H]1O,-3,1%,3%,12%,-11,4%
COc1ccc2nc(SC(C(=O)c3ccccc3)c3ccccc3)nc(C)c2c1 (configuration not stated),1,0%,?,1%,-5,13µM*
CC12CN3CC(=O)N4CC5(C)CN(CC(C)(C4)C5=O)C(=O)CN(C1)CC(C)(C3)C2=O,-9,4%,-17%,?,-24,-11%
Cn1c(NC(=O)c2ccccc2)nc2ccccc21,26*,26%,-14%,-15%,44*,-50%
Cc1ccc(OCCNC(=O)CCNC(=O)c2ccc(Cl)cc2)cc1,.,.,5%,-1%,.,38%[activator]
O=P(CO)(Cc1ccccc1)Cc1ccccc1,-3,1%,39%[activator],48%[activator],-6,-22%
COc1cccc([C@@H]2CC=C(C(=O)O)[C@H](c3cccc(Cl)c3)N2S(=O)(=O)c2ccc(C)cc2)c1,.,.,?,2%,.,12µM*
Cc1csc(N/N=C/c2c(F)cccc2Cl)n1,38*,-13%,109%[activator],-32%,86*,96%[activator]
CCOc1ccc2nc(NC(=S)N(C)C)sc2c1,56*,13%,.,-13%,104*,?
COC(=O)c1ccc(NC(=S)NN2CCCCC2c2cccnc2)cc1 (configuration not stated),14*,-19%,0%,-10%,33,5%
Nc1nc(CSCCO)nc(Nc2ccc(F)cc2)n1,25*,4%,33%[activator],-19%,-3,59%[activator]
Cc1ccc(NC(=O)N2CCC(C(=O)NCc3ccc(F)cc3)CC2)cc1,-8,5%,?,3%,-15,.
CC(C)[C@H](NC(=O)c1ccc(F)cc1)C(=O)OCC(=O)NC(=O)c1cccn1C,-2,-10%,17%,-4%,-12,150%[activator]
COc1cc(OC)cc(-c2nc3ccccc3s2)c1,46*,-2%,172%[activator],0%,72*,.
C=CCc1c(OC(C)=O)c2ccccc2n(C)c1=O,-1,3%,27%,-1%,12,8%
CC(=O)N1CCCN(C(=O)c2ccc3nc(Cc4cccc(Cl)c4)oc3c2)CC1,9,-10%,?,1%,18,?
COc1ccc(NC(=O)c2cc(S(=O)(=O)Nc3ccc(OC)cc3)cs2)cc1,7,-1%,?,1%,15,-5%
C=CCn1c(SCC(=O)c2cc(C)n(CC3CCCO3)c2C)nnc1-c1ccccc1 (configuration not stated),8,-9%,?,-3%,23,9.3µM*
Cc1ccc(Cn2ncc(C)c2N)o1,2,0%,20%,4%,-17,92%[activator]
CCOc1ccc(S(=O)(=O)Nc2cc(S(=O)(=O)N3CCOCC3)ccc2OC)cc1,.,.,15%,4%,.,-19%
Cc1ccc(/C=C/C(=O)c2cc(Br)ccc2OC(=O)c2ccco2)cc1,24*,11%,13µM*,0%,49*,?
Cc1cc(Cn2nnnc2-c2ccncc2)cc(C)c1O,-2,2%,9%,2.5µM*,-13,?
O=C(Nc1ccc(Cl)cc1)/C(=C/c1ccc([N+](=O)[O-])cc1)c1nc2ccccc2s1,56*,0%,2.1µM*,-13%,115*,1.5µM*
Cc1cc(NC(=O)c2ccc(S(=O)(=O)Nc3ccccc3)cc2)no1,3,-9%,?,3%,-10,?
CC(C)Cc1nnc(NC(=O)c2cc(S(=O)(=O)N(C)C)ccc2N2CCCC2)s1,-1,.,-1%,-15%,-30,-1%
